KDM5B inh – blocks human KDM5B histone demethylase activity | Q9UGL1 | KDM5B demethylase, FDH-coupled NADH fluorescence (FDH is formaldehyde dehydrogenase) | Potency, µM (titrated, usually from 57.7 µM), for inactives: top-dose activity change, negative = inhibition, actives largely listed as inhibitors | hit rate 2.6% among 220,000; active means well fitted inhibition curve with a large enough effect; inconclusive means small, poorly fitted or top-dose-only effect; inactive means no such curve, though single readings can be large or run the other way; further: 0% is about no effect; nearly all actives have a fitted effect of over 70% in size
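Measured: NADH fluorescence change, 30 min, RT. System: KDM5BΔAP 200 nM final, H3K4me3 peptide, α-KG, Fe(II), ascorbate, NAD⁺ plus FDH, pH 7.5 HEPES. Compounds: titrated, 10 min pre-incubation with enzyme.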
* marks the source's active call; other numbers are inactive results; ? = inconclusive; & = joins results of further samples; [ ] = remark or other dose. Potency means the concentration at half of the fitted maximal effect. The list is partial; rates above refer to the full screens.

KDM5B inh,molecule
5%,Cc1cc(C)n(CCNC(=O)c2ccccc2OC2CCN(S(C)(=O)=O)CC2)n1
6%,CCCCCCNc1nc2ccccc2nc1NS(=O)(=O)c1ccc(OC)cc1
-20%,Cc1ccc(NCc2nnc3n2CCCCC3)cc1Cl
6%,O=C(c1[nH]nc2c1CCc1ccccc1-2)N1CCC(c2noc(-c3ccccn3)n2)C1 (stereo not given)
?,CSc1cccc(NC(=O)Nc2cccc(-c3ccc(N4CCOCC4)nn3)c2)c1
?,COc1ccc(-c2ccnc(N[C@H]3CO[C@H]4[C@@H]3OC[C@@H]4NC(=O)CCC(=O)O)n2)cc1
-8%,COc1ccccc1N(CC(=O)NC1CCCCC1)C(=O)CCC(=O)Nc1nccs1
-13%,Cc1ccc(OCC(=O)NCC2(N3CCN(C)CC3)CCCCC2)cc1C
?,CN(CCOc1cccc(Cl)c1)Cc1cc(=O)oc2cc(O)ccc12
12%,Cc1ccc(C)c(N/C=C/C(=O)c2ccc(Cl)cc2Cl)c1
1%,O=C1CC(c2ccccc2)N(C(=O)CNS(=O)(=O)c2cccnc2)CCCCCN1 (stereo not given)
?,O=C(NCCc1noc(-c2ccncc2)n1)c1ccccc1F
15%,CCOc1cccc(CN(C)C(=O)CN2CC3(CCN(C)CC3)CC2=O)c1
-10%,O=C(CSc1nnnn1-c1ccccc1)Nc1cccc(C(=O)O)c1
?,CCN(CC)CCOC(=O)c1ccc(NC(=O)c2cc3c(s2)-c2ccccc2OC3)cc1
-5%,COc1ccc(Cn2c3c(c(=O)n2Cc2ccccc2)CCN(C(=O)c2cocn2)C3)cc1
?,CC(=O)c1ccc(N2CCN(C(=O)Nc3cccc(F)c3)CC2)cc1
-3%[115 µM],CC(=O)NCC(=O)N1Cc2ccccc2CC2(CCN(CC3CCNC3)CC2)C1 (stereo not given)
-9%,CCOCCCn1c(SCC(=O)N2CCOCC2)nc2ccccc2c1=O
24%,CC(C)N1CCC(OCCCNC(=O)C2CCCCC(=O)N2)CC1 (stereo not given)
6%,O=C1CS(=O)(=O)C2(CCNCC2)N1
-17%,O=C(NCc1ccc2c(c1)OCO2)[C@@H]1C[C@@H](c2ccc(F)cc2)N(CCOc2ccccc2)C1
?,N#Cc1ccc(CN2CCC(c3nc4ccncc4[nH]3)C2)cc1 (stereo not given)
-13%,Cc1ccc(-c2ccc(=O)n(CC(=O)Nc3ccc(F)c(Cl)c3)n2)cc1C
-3%,O=C(NCc1ccc(F)cc1)C1CCN(C(=O)c2cnn(-c3ccccc3)c2-n2cccc2)CC1
6%,Cn1ccc(C(=O)N2CCC3(CC2)OC(=O)N(Cc2ccccc2F)C3(C)c2ccccc2)n1 (stereo not given)
5%,COCC(=O)N[C@H]1CC[C@]2(C)CCC([C@H](C)C(=O)NCc3ccccc3OC)[C@H](O)[C@H]2[C@@H]1C (stereo not given in full)
-27%,COCCn1c(C)cc(O)c(C(c2ccccc2)N2CCN(C)CC2)c1=O (stereo not given)
28µM*,O=C(NCC1(COc2cnccn2)C[C@@H](O)[C@@H](O)C1)c1nc2ccccc2[nH]1 (stereo not given in full)
-11%,Cc1ccc(NS(=O)(=O)c2cc(-c3cnc(C4CC4)o3)ccc2C)cc1Cl
14%,Cc1ccccc1CN(C)C(C)C(=O)NCc1ccccc1 (stereo not given)
0%,O=C(c1cc2ccccc2oc1=O)N1CCSC1c1ccccc1Cl (stereo not given)
-19%,Cc1cnc(CC2CCN(C(=O)C(C)C)C2)n1C1CC1 (stereo not given)
?,Cc1cc(C)c(NC(=O)c2ccc3ccccc3n2)c(C)c1
?,CCc1nn2c(=O)cc(CNc3ccccc3C(=O)NC3CC3)nc2s1
?,CCC1Oc2ccc(NC(=O)c3ccc(F)cc3F)cc2CN(Cc2ccc3c(c2)OCO3)C1=O (stereo not given)
25µM*,c1cncc(-c2ccnc(N3CCCOC(Cn4cccn4)C3)n2)c1 (stereo not given)
-21%,COc1cccc(C(=O)/C(=C/c2cccs2)c2nc3ccccc3o2)c1
-5%,Cc1cc2c(c(=O)n1Cc1ccco1)C(C(C)C)C(C#N)=C(N)O2 (stereo not given)
-30%,CCc1ccc(NC(=O)c2ccc3c(c2)nnn3CC)cc1
3%,Cc1cc(NC(=O)C2CCN(S(=O)(=O)c3ccc(Br)s3)CC2)ccc1Br
21%,CC(Oc1ccccc1)C(=O)NC1CCN(c2cc(C(F)(F)F)ncn2)CC1 (stereo not given)
-9%,CCCS(=O)(=O)N1C[C@@H]2C(=O)N(CCC3CCN(C(C)C)CC3)C(=O)[C@@H]2C1
11%,CCCCCCCC1CCC(c2ccc(-c3ccc(CCCC)cn3)cc2)CC1 (stereo not given)
43%[activator],O=C(N[C@H](Cc1ccncc1)C1CC(O)C1)c1cccn1C1CC1 (stereo not given in full)
143%[activator],Cc1ccc(-c2cc(C(=O)O)c3cccc(C)c3n2)cc1C
0%,CCOC(=O)C1CCC(CNC(=O)N2CCCC2c2ccc(F)cc2)CC1 (stereo not given)
-10%,Cc1ccccc1-c1noc(-c2ccc(NCC3CCCO3)c([N+](=O)[O-])c2)n1 (stereo not given)
-25%,CC(C)Cn1nc(C(=O)Nc2nc3c(s2)CN(C)CC3)c2ccccc2c1=O
-40%,COc1cc(/C=C/C(=O)OCC(=O)N(C)Cc2ccccc2)cc(OC)c1OC

Next results follow.
KDM5B inh,molecule
8%,COc1ccc(C(=O)N2[C@@H]3CC[C@H]2CC(NC(=O)c2ccc(F)cc2)C3)cn1 (stereo not given in full)
-3%,COc1ccc(CN2C(=O)COC[C@H]2C(=O)Nc2ccc(OC)c(C(F)(F)F)c2)cc1
-12%,COc1ccc(-c2cc(N3CCCC(NC(=O)c4ccc(OC)c(F)c4)C3)n[nH]2)cc1 (stereo not given)
-6%,CC1CCN(c2ccc(NC(=O)Cn3c(-c4cscn4)nc4ccccc43)cc2)CC1
7%[115 µM],O=C(c1ccc(C(F)(F)F)cc1)N1CCCC2(CC(c3cccnc3)=NO2)C1 (stereo not given)
1%,O=c1c2ccsc2ncn1Cc1coc(-c2ccccc2Cl)n1
?,CC(C)c1cc(C(=O)NCCc2noc(C3CCCO3)n2)nc2ncnn12 (stereo not given)
7%,O=C(Nc1ccccc1)Nc1c(N2CCCC2)c2ccccc2oc1=O
9%[149 µM],O=C(N1CCCC1)N1CCN(c2cc(Cl)ncn2)C(=O)C1
6%,CN(CCOC(=O)CCCc1ccccc1)C1CN(Cc2cn(Cc3ccccc3F)nn2)S(=O)(=O)C1 (stereo not given)
32%[activator],CCOCCn1nc(C)cc1-c1nc(-c2ccc(C)nn2)no1
-12%,COc1ccc(CN2CC3(CCN(C(=O)c4cc(-c5ccc(F)cc5)n[nH]4)CC3)C2=O)cc1
-4%[86.2 µM],O=C1NC2(CCN(C(=O)c3ccccn3)C2)Oc2ccccc21 (stereo not given)
?,CN1CC(=O)N(C2CCCNCC2)Cc2c1ncnc2N1CCN(c2ncccn2)CC1 (stereo not given)
-18%,CCC(=O)N1CCc2cc(S(=O)(=O)CCC(=O)N3CCN(c4ccc(C(C)=O)cc4)CC3)ccc21
-1%,CCCOC(=O)c1ccc(Oc2coc3cc(OC(=O)c4ccc5c(c4)OCO5)ccc3c2=O)cc1
16%,CC(=O)c1cnn(-c2cc(Oc3ccc(S(=O)(=O)c4ccccc4)cc3)ncn2)c1C
8%,Cc1cc(C)n2nc(C(=O)N/N=C/c3cccc(Cl)c3)nc2n1
-1%,O=C1CCN(C(=O)C2CCN(C(=O)NC3CCCCC3)CC2)CCCCCCN1
?,CN(C)CCN(C(=O)c1ccco1)c1nc2c(F)cc(F)cc2s1
9%[115 µM],O=[S+]([O-])(c1cccc(C(F)(F)F)c1)N1CCn2c(nnc2-c2ccncc2)C1
?,COCCN1CC(CO)C2(CCN(Cc3cccc(C#N)c3)CC2)C1 (stereo not given)
-1%,Cc1ccc(O[C@H]2COCC[C@H]2NC(=O)c2ccc3c(c2)OCO3)cn1
?,Cc1cccc(CNC(=O)c2cccc(NC(=O)N3CCSc4ncccc43)c2)c1
2%,O=C(NCc1cccc(C(F)(F)F)c1)c1ccc(CN2CCCCC2)cc1
0%,CCCOc1cc(C)c(C)cc1S(=O)(=O)N1CCCCC1
11%,CC(C(=O)N1CCc2onc(-c3ccc(C(F)(F)F)cc3)c2C1)N1CCCC1=O (stereo not given)
-5%,COc1ccc(NC(=O)N[C@H]2[C@H](O)[C@@H](N3CCN(c4ccccc4OC)CC3)[C@@H]3OC[C@H]2O3)cc1
2%,Cc1cc(C(=O)NCc2c(C)ncc3c2CCNC3)ccc1F
?,COc1ccc2c(C)c(-c3ccc(OC)c(OC)c3)c(=O)oc2c1
?,Cc1cccc(NC(=O)c2c(NC(=O)c3ccccc3)sc3c2CCCC3)c1
-12%,N#C/C(=C\c1cn(-c2ccccc2)nc1-c1cccs1)S(=O)(=O)c1ccccc1
-15%,CCC(=O)N1CCc2cc(Br)cc(S(=O)(=O)N3CCN(c4ccccc4)CC3)c21
-4%,Cc1ccc2nc(Cl)c3cc(C(=O)NC4CCCCC4)sc3c2c1
?,Cc1cccc(N(CC(=O)NC(C)c2ccccc2)S(=O)(=O)c2ccccc2)c1C (stereo not given)
?,CCC(C(=O)NC1CCN(c2cc(-c3ccc(OC)cc3)[nH]n2)CC1)c1ccccc1 (stereo not given)
-3%,Cc1c(C(=O)Nc2ccc(S(=O)(=O)N(C)C3CCN(C)CC3)cc2)oc2ccccc12
-19%,O=C(Cn1ccn2nc(-c3ccc(F)cc3)c(CO)c2c1=O)N1CCCc2ccccc21
4%[86.2 µM],O=C(C1CN(c2ccccc2)C(=O)N1)N1CCOCC1 (stereo not given)
25%,COc1ccc(C(=O)CCC(=O)Nc2ccccc2C)cc1

Sorted by SMILES length (smallest number first): part of the list above
KDM5B inh,molecule
143%[activator],Cc1ccc(-c2cc(C(=O)O)c3cccc(C)c3n2)cc1C
-10%,O=C(CSc1nnnn1-c1ccccc1)Nc1cccc(C(=O)O)c1
?,COc1ccc2c(C)c(-c3ccc(OC)c(OC)c3)c(=O)oc2c1
2%,O=C(NCc1cccc(C(F)(F)F)c1)c1ccc(CN2CCCCC2)cc1
15%,CCOc1cccc(CN(C)C(=O)CN2CC3(CCN(C)CC3)CC2=O)c1
-1%,O=C1CCN(C(=O)C2CCN(C(=O)NC3CCCCC3)CC2)CCCCCCN1
-40%,COc1cc(/C=C/C(=O)OCC(=O)N(C)Cc2ccccc2)cc(OC)c1OC
-12%,N#C/C(=C\c1cn(-c2ccccc2)nc1-c1cccs1)S(=O)(=O)c1ccccc1
6%,O=C(c1[nH]nc2c1CCc1ccccc1-2)N1CCC(c2noc(-c3ccccn3)n2)C1 (stereo not given)
9%[115 µM],O=[S+]([O-])(c1cccc(C(F)(F)F)c1)N1CCn2c(nnc2-c2ccncc2)C1
?,CCC1Oc2ccc(NC(=O)c3ccc(F)cc3F)cc2CN(Cc2ccc3c(c2)OCO3)C1=O (stereo not given)
6%,Cn1ccc(C(=O)N2CCC3(CC2)OC(=O)N(Cc2ccccc2F)C3(C)c2ccccc2)n1 (stereo not given)
-3%,O=C(NCc1ccc(F)cc1)C1CCN(C(=O)c2cnn(-c3ccccc3)c2-n2cccc2)CC1
?,COc1ccc(-c2ccnc(N[C@H]3CO[C@H]4[C@@H]3OC[C@@H]4NC(=O)CCC(=O)O)n2)cc1

More structures
KDM5B inh,molecule
-2%,CCNC(=O)c1cccnc1OC1CCN(C(=O)c2cc(C)ccc2C)C1 (stereo not given)
10%,O=C(CSc1nc2ccccc2s1)Nc1c(F)cccc1F
4%,COc1ccc(CN2C(=O)COC[C@H]2C(=O)Nc2cc(F)cc(F)c2)cc1OC
-13%,Cc1ccc(NC(=O)CSc2nc3ccc(NC(=O)c4cccc(Cl)c4)cc3s2)c(C)c1
24%,Clc1cc(CNCc2cccs2)cc2c1OCCCO2
14%&8%,COc1ccc(CCNC(=O)c2cc(=O)c3cc(C)c(C)cc3o2)cc1OC
-13%,Cc1cccc(N2CCN(C(=O)CS(=O)(=O)c3cccc4nsnc34)CC2)c1C
5%,Cc1noc([C@H]2CCN(Cc3ccsc3)C[C@H]2NC(=O)C2CC2)n1
-19%,O=C(NCCc1ccc(Cl)cc1)c1c2c(nc3ccccc13)C(=O)N(C1CCCCC1)C2
4%,CCOC(=O)c1sc(N)c(C#N)c1COC(=O)C1CCC1
15%,Cc1ccccc1NC(=O)CN1C(=O)NC2(CCC(C(C)(C)C)CC2)C1=O (stereo not given)
-24%[11.5 µM],COc1ccc(NS(=O)(=O)c2ccc(NC(=O)N3CCCC3)cc2)cc1
?,O=c1[nH]c(=S)c2ncn(-c3ccccc3)c2[nH]1
-18%,O=C(CC1CCCC1)N1CCN(C(=O)c2cc3ccccc3[nH]2)CC1
14%,CCCCc1nn(CC(=O)N2CCC(c3ccccc3)CC2)c(=O)n1CC
-11%,CCCCN1CCN(C(=O)C2CCCN(c3cnn(Cc4ccccc4)c(=O)c3)C2)CC1 (stereo not given)
16%,CC(C(=O)NC(=O)NC1CC1)N(C)Cc1ccc(Br)cc1 (stereo not given)
16%,Nc1ccc([N+](=O)[O-])cc1Br
?,COCc1ccc2c(c1)c(OC(C)(C)C(=O)N1CCN(C)CC1)nn2Cc1ccccc1
8%[149 µM],CC(C)N1CC2CCC(C1)N2Cc1ccc(-c2ccsc2)cc1
-6%,Cc1cc(F)ccc1NC(=O)CCS(=O)(=O)c1cccc2nsnc12
-11%,CC(=O)NS(=O)(=O)c1ccc(NC(=S)NC(=O)C2CCC2)cc1

Screening data from PubChem BioAssay.
